TDP1 cell noCPT: qHTS for Inhibitors of human tyrosyl-DNA phosphodiesterase 1 (TDP1): qHTS in cells in absence of CPT; DT40 Tdp1-/- hTDP1 cells, no CPT, ATP luminescence, 48 h; Potency, µM (series often up to 46.2 µM), without a hit: top-dose activity change, negative = growth inhibition, actives largely listed as inhibitors; 15% of 420,000 active; AID 686978, 2013; note: nearly all actives have a fitted effect of over 55% in size
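Cells were dispensed at 400 per well, compounds added by pin tool, plates incubated ≥48 hr at 37 °C, then CellTiter-Glo added for 30 min at room temperature before luminescence reading. Line: DT40 Tdp1-/- complemented with hTDP1; camptothecin omitted.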
N370S GC: N370S glucocerebrosidase modulation, Gaucher chaperone candidate | Potency, µM (series often up to 59.4 µM), for the others: at the highest dose activity change, negative = inhibition, usual class: inhibitors | N370S GC spleen homogenate, 4MU-glucoside fluorescence | 0.092% of 330,000 active | AID 2101;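 note: 0% = full enzyme activity and -100% = no enzyme basal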
TDP1 block: blocks human tyrosyl-DNA phosphodiesterase 1. Q9NUW8. Potency, µM (top dose mostly 130 µM), for inactives: at the highest dose activity change, negative = inhibition, actives largely listed as inhibitors. 0.28% of 350,000 active. AID 485290. recombinant TDP1, AlphaScreen DNA substrate cleavage; note: nearly all actives have a fitted effect of over 40% in size
Target sequence (Q9NUW8 whole entry, looked up): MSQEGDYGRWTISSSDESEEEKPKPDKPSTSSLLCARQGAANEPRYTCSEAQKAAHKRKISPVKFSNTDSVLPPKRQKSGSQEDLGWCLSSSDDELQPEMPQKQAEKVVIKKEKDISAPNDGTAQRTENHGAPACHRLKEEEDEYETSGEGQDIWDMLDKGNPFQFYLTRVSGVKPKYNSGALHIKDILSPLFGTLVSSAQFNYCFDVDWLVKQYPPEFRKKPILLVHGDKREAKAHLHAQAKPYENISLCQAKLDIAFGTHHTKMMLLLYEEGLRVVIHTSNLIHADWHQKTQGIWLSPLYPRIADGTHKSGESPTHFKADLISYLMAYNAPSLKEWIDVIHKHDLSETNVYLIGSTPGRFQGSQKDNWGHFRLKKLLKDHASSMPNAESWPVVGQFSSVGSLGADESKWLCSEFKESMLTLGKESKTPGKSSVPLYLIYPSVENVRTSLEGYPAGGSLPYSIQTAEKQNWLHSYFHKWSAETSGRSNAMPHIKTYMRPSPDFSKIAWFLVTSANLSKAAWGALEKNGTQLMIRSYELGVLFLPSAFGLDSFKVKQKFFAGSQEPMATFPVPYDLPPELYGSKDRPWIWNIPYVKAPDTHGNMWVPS
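Steps: enzyme plus compound, 15 min RT; add biotin/phosphotyrosine-FITC oligonucleotide (15 nM final), react 5 min; add donor/acceptor beads (10 ug/ml final), 10 min; read AlphaScreen. Tdp1 at 1 nM final.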
An asterisk follows results filed as active; ? = inconclusive; . = not tested or not shown; [ ] = dose if it differs, or a comment. Calls come from the whole dose curve; as a rule, active = well fitted curve in the direction sought with a large enough effect; inconclusive = small, poorly fitted or top-dose-only effect, or another doubt; inactive = no such curve, though single readings can be large; an effect the other way counts as inactive or inconclusive. Unless noted, % is set by controls: 0 for no effect and ±100 for the full control effect; potency is the fitted concentration of half-maximal effect. Not all compounds are listed; count on the stated rates, not on these rows.

SMILES | TDP1 cell noCPT | N370S GC | TDP1 block
COc1cc(C(=O)N(Cc2ccc(N(C)C)cc2)C2CCS(=O)(=O)C2)cc(OC)c1OC (stereo not given) | -20% | -2% | -1%
Cc1c(C(=O)O)oc2c1C(=O)CC(C)(C)C2 | -4% | 5% | -6%
Cc1ccc2nsnc2c1S(=O)(=O)N(CCO)Cc1cc2cc3c(cc2[nH]c1=O)OCCO3 | -29% | 3% | 3%
CCOC(=O)Nc1ccc(C(=O)/C=C/c2ccccc2)cc1 | 2.6µM* | 13% | 1%
COc1ccccc1CNC(=O)CN1C(=O)NC(c2ccccc2)(c2ccccc2)C1=O | -29% | . | 1%
COc1cc(OC)c(OC)cc1CN(C)CC1CCCN(CCc2ccccc2F)C1 (stereo not given) | ? | -1% | 2%
Cc1occc1C(=O)Nc1ccccc1C(=O)O | -25% | -3% | -1%
S=c1[nH]nc2nnc3ccccc3n12 | ? | 19% | .
Cc1ccc(NC(=O)Cc2csc(C)n2)c(C)c1 | -11% | . | 5%
CCC(CC)C(=O)Nc1cccc(C(=O)N2CCCC2)c1 | -16% | -8% | 3%
CSCCC(NC(=O)COc1ccccc1)C(=O)OCCOc1ccc(C)cc1 (stereo not given) | 9% | . | 3%
COc1cc(S(=O)(=O)n2cnc3ccccc32)ccc1Br | -9% | -1% | .
O=C1C(=Cc2ccc(Br)o2)C(=O)c2ccccc21 | ? | -1% | ?
CCN(CC)c1ccc(C=Nc2ccccc2)c(O)c1 | ? | -10% | 2%
CC1(C)CNC(=O)c2sc(NC(=O)c3ccccc3)nc2C1 | -26% | 4% | 5%
COc1ccc(C2=NN(C(C#N)c3ccc(OC)cc3)C(c3ccccc3)C2)cc1 (stereo not given) | ? | -10% | 0%
COc1ccc(-c2csc(NC3OC(=O)c4c3ccc(OC)c4OC)n2)cc1OC (stereo not given) | 15µM* | 3% | 3%
CC(Sc1nc(-c2ccccc2)cc(=O)[nH]1)C(=O)O (stereo not given) | -9% | -4% | 2%
CC(C)(C)OC(=O)NCCCCCNC(=O)c1[nH]cnc1C(=O)N[C@@H](Cc1ccccc1)C(=O)OCc1ccccc1 | ? | ? | 9%
COC(=O)c1ccc(NC(=O)Nc2ccc3c(c2)nc(C)n3C)cc1 | -10% | -12% | 0%
O=C(Nc1ccc(Cl)cc1)C1CCCN(c2ncnc3c2nc2n3CCCCC2)C1 (stereo not given) | 18µM* | 13% | 2%
CC1=C(c2ccc(C(C)C)cc2)S(=O)(=O)N=C1N1CCC(C(=O)NCc2ccc(C)o2)CC1 | ? | . | 5%
CCCN1CCN(C(=O)CCCn2c(C)c3cnn(-c4ccccc4)c(=O)c3c2C)CC1 | 1% | 0% | 1%
CC(C)n1nc(C(=O)NCc2ccc3c(c2)OCO3)c2ccccc2c1=O | 21µM* | 6% | 6%
CCCN(CCC)S(=O)(=O)c1ccc(NC(=O)C2CCCO2)cc1 (stereo not given) | ? | 13% | 4%
Cc1c(C(=O)N(Cc2ccc(N(C)C)cc2)Cc2ccco2)oc2cc(Br)ccc12 | 9.2µM* | . | 10%
O=C(CS(=O)(=O)c1ccccc1)N(CCCN1CCOCC1)c1nc2c(F)cccc2s1 | -3% | -9% | -6%
CCC1(CC)NC(=O)N(Cc2nc3ccccc3s2)C1=O | 0% | -1% | 1%
CCC(=O)NC1CC(=O)N(c2ccc3c(c2)OCCO3)C1 (stereo not given) | -15% | . | 3%
CCn1nc(NC(=O)CC(C)C)c2cc3ccc(C)cc3nc21 | ? | 0% | .
CC(=O)NCCc1cc2ccc(C)cc2[nH]c1=O | -5% | 10% | 2%
O=C(CN1C(=O)NC2(CCCC2)C1=O)OCCOc1cccc(Br)c1 | ? | -20% | -6%
O=C(NCCn1cccn1)C1CCC(=O)N(CCc2ccc(Cl)cc2)C1 (stereo not given) | 28% | -3% | 1%
COc1cc(OC)c(C(=O)NC2CCCc3ccccc32)cc1OC (stereo not given) | ? | -9% | 1%
CCOc1ccccc1C(=O)NCC(=O)NCCCSc1ccccc1 | -3% | 5% | 5%
CCC(=O)NNC(=O)CSc1nnc(-c2ccccc2)c(-c2ccccc2)n1 | -11% | -2% | .
O=C(Cc1ccccc1)Nc1sc2c(c1C(=O)Nc1cccc(Cl)c1)CCCCC2 | -18% | . | 1%[12.3 µM]
COc1ccccc1CNCC(=O)Nc1ccc(N(C)C)cc1 | ? | -15% | .
Cc1ccc(NS(=O)(=O)c2ccc(CCC(=O)NC3CC3)cc2)cc1 | ? | -22% | 1%
O=C(Cn1c(=O)c2cc(Cl)ccc2n2nncc12)Nc1ccccc1 | -15% | . | 1%
CC(=O)/C(CN1CCCCC1)=N\O | 7% | -9%[2.35 µM] | 2%
O=C(NC1CCCCC1)c1ccc(CS(=O)(=O)Cc2ccccc2F)o1 | ? | 8% | 0%[56.1 µM]
COc1ccc(Nc2nccc(-c3ccc(C#N)cc3)n2)cc1 | ? | 1% | .
CC(=O)c1cccc(NC(=O)c2cc(=O)c3ccccc3o2)c1 | ? | -4% | .
Cc1ccccc1-n1cc(CNC(=O)C2CCC(=O)N(C3CC3)C2)cn1 (stereo not given) | -14% | 2% | 2%[56.1 µM]
O=C(CCNC(=O)c1ccco1)Nc1ccc(OC(F)F)c(Cl)c1 | -44% | -5% | -7%
Cc1cc(C(C)(C)C)cc(C)c1C(=O)O | 3% | -6% | 0%
Cc1cnn(C(=S)NCc2ccc(Cl)cc2)c1 | 23µM* | 3% | 2%
CCOC(=O)C1(C)C=C(Nc2cccc(OC)c2)C(=O)N1c1ccccc1 (stereo not given) | -22% | 6% | 1%
C[C@@H]1CC=C[C@@H]2[C@H]1C(=O)N(Cc1ccccc1)[C@H]2c1ccccc1Br | 16µM* | ? | -5%[56.1 µM]
Cc1cccc2nc(CSc3ccc(Cl)cc3)cn12 | ? | -1% | 5%
Cc1cc(C)cc(C(=O)NCC(=O)OCC(=O)NC2CCCc3ccccc32)c1 (stereo not given) | -8% | . | 1%
Cc1ccoc1C(=O)N1CCN(C(=O)c2occc2C)CC1 | -19% | -5% | 9%
CCC12CN3CC(CC)(CN(C1)C3c1ccc([N+](=O)[O-])o1)C2=O (stereo not given) | -9% | 15% | -2%
CCOc1ccc(NC(=O)C2Cc3ccccc3CN2S(=O)(=O)CC)cc1 (stereo not given) | -7% | 4% | -2%
COc1ccc(C(=O)Nc2sc3c(c2C(=O)O)CC(C)(C)OC3)cc1 | -27% | 8% | -3%
Cc1ccc(SCc2ccc(C(=O)Nc3cccc([N+](=O)[O-])c3)cc2)cc1 | ? | -14% | -8%
Cc1ccc(-c2nn(-c3ccccc3)cc2/C=C2\SC(=S)N(CC(=O)O)C2=O)cc1 | ? | ? | 2%
CN1CCN(c2ccc(CNC(=O)c3ccco3)cc2)CC1 | -3% | -13% | 0%
COc1ncc2nc(-c3ccc(F)cc3)c(=O)n(CCC#N)c2n1 | -13% | 17% | .
Other compounds:
SMILES | TDP1 cell noCPT | N370S GC | TDP1 block
CCCc1nc2c(=O)n(C)c(=O)nc-2n(C)n1 | 1.2µM* | -7% | 6%
CCN(C(=O)CSc1nnc(-c2ccccc2C)n1C)c1c(N)n(Cc2ccccc2)c(=O)[nH]c1=O | -1% | -3% | 0%
C=Cn1cc[n+](CC(=O)c2ccc(Br)cc2)c1 | ? | 0% | 2%
COc1cc(C(=O)NC2CCCc3ccccc32)cc(OC)c1OC (stereo not given) | -27% | 4% | 6%
CN1CCC(=NNC(=O)CN(c2cccc(Cl)c2)S(C)(=O)=O)CC1 | -7% | -2% | 3%
CCOc1ccc(/C=N\NC(=O)c2c(C)nc3cc(C)ccn23)cc1 | -19% | -4% | .
O=C(Cn1c(=O)c2c(ncn2Cc2ccccc2)n(Cc2ccccc2)c1=O)N1CCCC1 | ? | 13% | 4%
CCC(CC)C(=O)c1c[nH]c(C(=O)OC)c1 | -4% | 2% | -5%
N#C/C(=C\Nc1ccc(F)c(Cl)c1)S(=O)(=O)c1ccccn1 | -13% | 6% | 6%
Cc1ccc(NC(=O)CN(C)C(=O)c2cc(-c3cccs3)nn2-c2ccccc2)cc1 | ? | . | 2%
Cc1ccccc1C(=O)NC1CCN(Cc2nnnn2Cc2ccccc2)CC1 | ? | -16% | 3%
O=C(NCC(c1cccnc1)N1CCN(c2ccc(F)cc2)CC1)C1CCCCC1 (stereo not given) | ? | -1% | 0%
Cc1ccc(-n2c(Cc3cccs3)nnc2SCC(N)=O)cc1 | -5% | -3% | -6%
O=C(/C=C/c1ccc(F)cc1)NCCCN1CCN(CCCNC(=O)/C=C/c2ccc(F)cc2)CC1 | 26µM* | 10% | 3%
CCCNC1=C(C)C(=O)CC1 | 2% | 8% | 0%
O=C(Nc1cc(S(=O)(=O)N2CCOCC2)ccc1N1CCOCC1)c1cc(=O)[nH]c2ccccc12 | -16% | 4% | 3%
CCOC(=O)c1ccc(N2C(=O)CC(N3CCN(C(=O)c4ccco4)CC3)C2=O)cc1 (stereo not given) | 2% | -1% | 4%
Cc1ccc(-c2nnc(SCC(=O)N3CCCC3)o2)cc1 | -7% | -21% | 2%
CCN(CC)C(=O)CSc1nc2c(sc(=S)n2-c2ccc(C)cc2C)c(=O)[nH]1 | -15% | -10% | .
C/C(CC(=O)NCc1ccccc1Cl)=N/NC(=O)c1ccccn1 | -14% | -2% | .
C[N+]1(CC#CC(O)(c2ccccc2)c2ccccc2)CCCC1 | -7% | 6% | 5%
COc1ccccc1CNC(=O)CCC(=O)Nc1nnc(C)s1 | -11% | 3% | 2%
CC/C(=N\NC(=O)c1ccc(-c2ccccc2)cc1)C12CC3CC(CC(C3)C1)C2 | 13µM* | . | -1%
CC(C)c1nnc(NC(=O)CCC(=O)N2CCN(c3ccc(Cl)cc3)CC2)s1 | -13% | 3% | 4%

One compound at a time, from the list above. Screens in order: TDP1 cell noCPT	N370S GC	TDP1 block
`CCCNC1=C(C)C(=O)CC1` across the screens: 2%	8%	0%
`Cc1ccc(-n2c(Cc3cccs3)nnc2SCC(N)=O)cc1` across the screens: -5%	-3%	-6%
`CCOC(=O)c1ccc(N2C(=O)CC(N3CCN(C(=O)c4ccco4)CC3)C2=O)cc1` (stereo not given) across the screens: 2%	-1%	4%

The list goes on.
SMILES | TDP1 cell noCPT | N370S GC | TDP1 block
CCN(CC)C1=CC(=[N+]2CCCC2)CC(C)(C)C1 | 0.52µM* | 2% | 3%
O=S(=O)(Nc1ccccc1F)c1ccc2nsnc2c1 | 0% | -4% | 3%
Cc1ccc(-n2c(C)cc(C(=S)N3CCOCC3)c2C)cc1C | 15µM* | 5% | 5%
CCOc1ccc(N(CC(=O)Nc2ccccc2C(=O)NCc2ccco2)S(C)(=O)=O)cc1 | -5% | -2% | 5%
COc1cc(-c2cc(C(=O)NCCc3ccc(S(N)(=O)=O)cc3)c3ccccc3n2)cc(OC)c1OC | 3.3µM* | -3% | 7%
CCN(CC)CCNc1nc2c(c(=O)n(C)c(=O)n2C)n1C/C=C(/C)Cl | -23% | -10% | 6%
O=C(CN1c2cccc3cccc(c23)S1(=O)=O)Nc1ccc(F)c(F)c1F | ? | . | -2%
COc1ccc(CCNCc2ccccc2N2CCCC2)cc1 | ? | -7% | .
O=C(NCc1cn(-c2ccccc2)nc1-c1ccccc1)c1ccc([N+](=O)[O-])cc1 | ? | 11% | 3%
CCCC(=O)NC(Nc1ccc(S(=O)(=O)Nc2cc(C)on2)cc1)(C(=O)OCC)C(F)(F)F (stereo not given) | 8% | 1% | 2%
O=C(c1ccco1)N1CCN(Cc2nc(-c3cccs3)no2)CC1 | -1% | 1% | 5%
Cc1cc(NC(=O)CN2CCOCC2)n(-c2ccccc2)n1 | -7% | 1% | 4%

No new results follow: three of the compounds above.
SMILES | TDP1 cell noCPT | N370S GC | TDP1 block
CCN(CC)C1=CC(=[N+]2CCCC2)CC(C)(C)C1 | 0.52µM* | 2% | 3%
O=S(=O)(Nc1ccccc1F)c1ccc2nsnc2c1 | 0% | -4% | 3%
Cc1ccc(-n2c(C)cc(C(=S)N3CCOCC3)c2C)cc1C | 15µM* | 5% | 5%

Compounds above containing a cyano group (four):
SMILES | TDP1 cell noCPT | N370S GC | TDP1 block
COc1ccc(C2=NN(C(C#N)c3ccc(OC)cc3)C(c3ccccc3)C2)cc1 (stereo not given) | ? | -10% | 0%
COc1ccc(Nc2nccc(-c3ccc(C#N)cc3)n2)cc1 | ? | 1% | .
COc1ncc2nc(-c3ccc(F)cc3)c(=O)n(CCC#N)c2n1 | -13% | 17% | .
N#C/C(=C\Nc1ccc(F)c(Cl)c1)S(=O)(=O)c1ccccn1 | -13% | 6% | 6%

(more compounds)
SMILES | TDP1 cell noCPT | N370S GC | TDP1 block
COc1ccc(CCNC(=O)c2cccc(-n3c(C)nc4cccnc43)c2)cc1OC | ? | . | 6%
O=C(COC(=O)c1ccc(O)cc1)NCC1COc2ccccc2O1 (stereo not given) | -12% | . | 3%
CCOc1ccc2nc(SCC(=O)NCc3ccccc3OC)[nH]c2c1 | ? | -9% | -2%
C=CCn1c(SCC(=O)NCCc2ccccc2)nc2c([nH]c3ccccc32)c1=O | -5% | -10% | 1%
Cc1ccc(Nc2ccc(NCc3ccccc3)nn2)cc1C | ? | -6% | 8%
